Sm TGR block – inhibitors of Schistosoma mansoni thioredoxin glutathione reductase | purified TGR, DTNB reduction, TNB absorbance 405 nm | AID 485364 | Q962Y6 | Potency, µM (highest dose often 114 µM), without a hit: at the top dose activity change, negative = inhibition, usual class: inhibitors | 360,000 tested, 3% active; also: potency is read from the fitted curve at half-maximal effect; % is scaled to controls: 0 for no effect and ±100 for the full control effect; nearly all actives have a fitted effect of over 60% in size
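First, TGR (20 nM dispensed) and NADPH were mixed with compound. Second, a 15 min room-temperature incubation followed. Third, further NADPH and then DTNB were added to start the reaction. Finally, TNB absorbance was monitored kinetically.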
Shiga inhibitor – blocks Shiga toxin action in Vero cells. Vero cells, Shiga toxin protein synthesis inhibition reporter. inhibition, % at 38.7 µM. 290,000 tested, 9.2% active; in the data active = inhibition mostly above about 28%, no sharp cut-off; inactive = mostly below about 43%; also: 0% is about no effect
Cycloheximide cs – counter-screen for Shiga toxin inhibitors: cycloheximide protein synthesis inhibition. cell reporter, cycloheximide protein synthesis inhibition counterscreen. 300,000 tested, 12% active. AID 2314. max response, %; in the data active = max response mostly above about 13%, no sharp cut-off; inactive = mostly below about 14%; also: read at 38.3 µM for the half of the compounds with a filed dose; 0% is about no effect
Pf growth 48h – P. falciparum growth inhibition at 48 hours (one generation); Potency, µM (titrated, usually from 28.7 µM), inactives show top-dose activity change, negative = inhibition, actives largely listed as inhibitors; 310,000 tested, 5.9% active; P. falciparum luciferase growth in erythrocytes, 48 h; also: potency is read from the fitted curve at half-maximal effect; % is scaled to controls: 0 for no effect and ±100 for the full control effect
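Compounds are pin-transferred into medium, infected erythrocytes (2% hematocrit, 0.1% parasitemia final) are added, and plates sit one parasite generation at 37 C in 5% CO2. Detection reagent is then added and luminescence measured.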
Giardia FBPA inh – inhibitors of Giardia lamblia fructose-1,6-bisphosphate aldolase. A8B2U2. purified Giardia FBPA. Potency, µM (series often up to 59.6 µM), for the others: at the highest dose activity, negative = inhibition, most hits filed as inhibitors. 290,000 tested, 0.71% active; also: potency is read from the fitted curve at half-maximal effect; % is scaled to controls: 0 for no effect and ±100 for the full control effect; nearly all actives have a fitted effect of over 55% in size
Target sequence (A8B2U2 whole entry, looked up): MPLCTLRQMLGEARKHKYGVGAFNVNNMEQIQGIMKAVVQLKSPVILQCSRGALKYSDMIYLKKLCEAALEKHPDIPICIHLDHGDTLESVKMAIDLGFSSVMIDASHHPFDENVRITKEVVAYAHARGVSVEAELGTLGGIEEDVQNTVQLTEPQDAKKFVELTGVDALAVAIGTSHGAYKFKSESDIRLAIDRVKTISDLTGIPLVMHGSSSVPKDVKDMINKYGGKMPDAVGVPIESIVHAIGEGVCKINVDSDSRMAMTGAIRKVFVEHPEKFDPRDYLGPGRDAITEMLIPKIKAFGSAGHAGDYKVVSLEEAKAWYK
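Giardia FBPA (40 nM reagent) was preincubated 10 min at RT with compound (up to 57.5 uM final), then substrate plus GAPDH/TPI/NAD/arsenate coupling system with diaphorase/resazurin was added; resorufin fluorescence (525/598 nm) was read after 20 min.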
Pf growth 96h – P. falciparum growth inhibition at 96 hours; P. falciparum luciferase reporter growth, 96 h; Potency, µM (series often up to 28.7 µM), inactives show at the top dose activity change, negative = inhibition, hits mostly inhibitors; 320,000 tested, 6.9% active; AID 504834; also: potency is read from the fitted curve at half-maximal effect; % is scaled to controls: 0 for no effect and ±100 for the full control effect
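Two-generation exposure (96 h) targets delayed-death phenotype. Reporter parasites carrying integrated firefly luciferase, in red cells at 2% hematocrit and 0.05% parasitemia final, kept at 37 C, 5% CO2; luminescence loss indicates inhibition.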
An asterisk follows results filed as active; i = inactive; ? = inconclusive; . = not tested or not shown; & = joins results of further samples; [ ] = dose if it differs, or a comment. Unless noted, calls follow the shape of the dose curve; as a rule, active = well fitted curve in the direction sought with a large enough effect; inconclusive = small, poorly fitted or top-dose-only effect, or another doubt; inactive = no such curve, though single readings can be large; an effect the other way counts as inactive or inconclusive.

Every second line gives: Sm TGR block	Shiga inhibitor	Cycloheximide cs	Pf growth 48h	Giardia FBPA inh	Pf growth 96h
- CCN(CC)CCNC(=O)c1nn(-c2ccc(C)cc2)c(=O)c2c1c1ccccc1n2C
→ 3%	-19	-3	-5%	1%	-11%
- C=CCn1c(SCc2ccc3nonc3c2)nnc1-c1cccs1
→ -13%	-6	5	?	-8%	36%[activator]
- CCOC(=O)N1CCC(NC(=O)CC2C(=O)NCCN2Cc2ccccc2)CC1 (stereo not drawn)
→ ?	-7	9	17%	.	9.3µM*
- O=C(c1ccco1)N1CCN(C(=O)C2CCCN(S(=O)(=O)c3cccc4nsnc34)C2)CC1 (stereo not drawn)
→ ?	-11	-6	.	-1%	?
- Cc1cc(NC(=O)c2ccc(F)cc2)n(-c2ccccc2)n1
→ 15%	-7	1	-4%	-1%	10%
- O=C(Nc1cccc(S(=O)(=O)N2CCCCC2)c1)c1cc([N+](=O)[O-])ccc1N1CCOCC1
→ -12%	.	.	?	.	?
- CCCC1(C(=O)O)NC(c2cccc(OC)c2O)C2C(=O)N(c3ccccc3)C(=O)C21 (stereo not drawn)
→ -3%	21	-4	.	?	-1%
- CCN(c1ccc(C(=O)CN2C(=O)NC3(CCOc4ccccc43)C2=O)cc1)S(C)(=O)=O (stereo not drawn)
→ -3%	.	.	?	.	5%
- O=C(Cc1ccc(Cl)cc1)NCCN1CCCC1
→ 1%	4	-1	9%	-12%	.
- O=C(NC1CCCCCC1)c1ccc(=O)n(Cc2ccccc2)n1
→ 9%	21	-3	-26%	5%	?
- CC1CCCCN1CCNC(=O)CN1C(=O)COc2ccccc21 (stereo not drawn)
→ 0%	3	2	34%[activator]	9%	3%
- COc1ccc(S(=O)(=O)N2CCCCC2)cc1NC(=O)CNc1ccc(F)cc1C
→ 4%	.	.	?	.	-57%
- C/C(=N/Nc1ccnc2cc(Cl)ccc12)c1ccc(N)cc1
→ -8%	.	.	0.83µM*	.	0.47µM*
- CCOC(=S)SCC(=O)N1CCc2cc(OC)c(OC)cc2C1C1C(=O)CC(C)(C)CC1=O (stereo not drawn)
→ -7%	10	-5	39%[activator]	-8%	-14%
- CSc1ccccc1OCc1cc(C(=O)NCCCn2nc(C)cc2C)no1
→ 0%	30	4	-51%	2%	?
- Cc1ccc2nc(SCc3ccc([N+](=O)[O-])cc3)[nH]c2c1
→ 10%	73*	40*	?	-23%	1%
- Nc1c(C(=O)c2ccccc2)sc2snc(SCC(=O)c3ccccc3)c12
→ 0%	-7	2	27%	10%	43%[activator]
- O=C1NCCCC1C(=O)Nc1ccccc1C(F)(F)F (stereo not drawn)
→ 0%	-14	-2	0%	-1%	0%
- O=C(CCn1c(=O)c2ccccc2n(Cc2cc(=O)n3ccccc3n2)c1=O)NCc1ccco1
→ 2%	-20	-6	-2%	-1%	11%
- CN(CC(=O)NC1CC1)S(=O)(=O)c1ccc(F)cc1
→ 0%[57.1 µM]	-21	-1	16%	-6%	?
- O=C(c1ccc(S(=O)(=O)c2ccc(Cl)cc2)cc1)N1CCOCC1
→ -2%	16	-1	5%	1%	?
- CCn1cc(S(=O)(=O)N2CCCC2)cn1
→ -4%	-25	-2	10%	.	-2%
- COC(=O)c1cc(Cl)c(NC(=O)c2ccc(F)cc2)cc1OC
→ 2%	-5	2	21%	6%	9.3µM*
- O=C(CC1C(=O)OCN1C(=O)OCc1ccccc1)OCC(=O)c1ccccc1 (stereo not drawn)
→ -30%	3	-3	28%	-1%	-14%
- O=C1CCCCC1
→ -17%	.	.	13%	.	41%[activator]
- c1csc(C(c2nnnn2C2CCCC2)N2CCCC3(CCCCC3)C2)c1 (stereo not drawn)
→ -7%	9	5	2.1µM*	-1%	.
- COC(=O)C(C)Sc1nc2c(c(=O)n1-c1ccccc1)SCC2 (stereo not drawn)
→ 0%	1	-1	?	-14%	?
- O=C(CCCn1c(=S)[nH]c2ccccc2c1=O)N1CCCCC1
→ -28%	-4	-1	?	-7%	70%[activator]
- COc1ccc(-c2cc(-c3ccccc3)nc(-c3ccc4c(c3)NC(=O)CO4)c2)cc1
→ -15%	25	9	?	-8%	.
- Nc1ncnc2c1ncn2[C@@H]1O[C@H](COP(=O)(O)OP(=O)(O)OP(=O)(O)O)[C@@H](O)[C@H]1O
→ -6%	.	.	-13%&11%	.	18%&35%
- CCOc1ccc(CCNC(=O)c2cccnc2N2CCCC2)cc1OCC
→ -5%	21	-2	-12%	2%	-6%
- O=C(O)Cn1c(=O)c2c3c(sc2n(Cc2ccc(Cl)cc2Cl)c1=O)CCCC3
→ -18%	-10	-3	2%	11%	18%
- COCCn1nnnc1C(c1cccs1)N1CCCC(C)C1 (stereo not drawn)
→ .	9	-2	-20%	-1%	-16%
- O=C(Cc1ccc(Cl)cc1)Nc1ccccc1N1CCOCC1
→ -12%	-19	-4	-26%	2%	6%
- CCc1c(C)sc(NC(=O)C2CCCCC2C(=O)O)c1C(N)=O (stereo not drawn)
→ 5%	-8	-4	-5%	-12%	8%
- COC(=O)[C@H]1Cc2c([nH]c3ccccc23)[C@H](c2ccccc2)N1
→ -10%	3	-2	-7%	-2%	3%
- O=C(Nc1ccccc1)c1ccc(S(=O)(=O)N2CCC(C(=O)O)CC2)cc1
→ -6%	-32	11	9%	.	-23%
- CC(C)(C)OC(=O)N1CCCC1C(=O)NC1COC2CC(n3ccc(=O)[nH]c3=O)OC12 (stereo not drawn)
→ .	-7	-2	.	6%	.
- Nc1c(C(=O)NCCN2CCOCC2)c2nc3ccccc3nc2n1CCc1ccccc1
→ -30%	-11	-2	9.3µM*	-12%	-19%
- O=c1cc(-c2ccc(F)cc2F)[nH]c2ccc(F)cc12
→ .	i	21	.	4%[89.2 µM]	.
- c1cc2ccc3ccc(-n4cnnn4)c4ccc(c1)c2c34
→ 0%	-17	-3	.	-13%	47%[activator]
- CC(=O)c1c(C)[nH]c(C(=O)O)c1C
→ 6%	-4	-2	7%	6%	?
- Cn1c(=O)c2c(nc(CN3CCC(C(N)=O)CC3)n2Cc2c(F)cccc2Cl)n(C)c1=O
→ 5%	-5	-3	?	-8%	10µM*
- COC(=O)c1cc2oc3ccccc3c2n1CC(=O)Nc1ccccc1OC
→ 5%	20	-1	.	3%	?
- Cc1ccc(C(C)(C)NC(=O)C2CCC(=O)N(C3CCCCCC3)C2)cc1 (stereo not drawn)
→ 12%	86*	42*	-1%	1%	13%
- CCn1cc(C(=O)NCc2ccc3c(c2)OCO3)c(=O)c2cc(F)c(N3CCN(C(=O)c4ccco4)CC3)cc21
→ 2%	-10	-4	8.3µM*	10%	.
- N#Cc1nc(-c2cccs2)oc1NCc1ccccc1
→ -20%	29	24*	?	-2%	3%
- O=C(NCCCNC(=O)c1cnccn1)c1ccc(Br)cc1
→ 8%	-5	-7	-7%	6%	?
- CC(C(=O)OCC(=O)c1cccc([N+](=O)[O-])c1)N1C(=O)C2C3C=CC(C3)C2C1=O (stereo not drawn)
→ -1%	38	-4	18%	.	40%[activator]
- COc1cc(CNC2CCCCCCC2)cc(Br)c1OCC#N
→ -9%	-5	-3	?	-5%	-102%
- C=CCN1C(=O)C2(OCCCO2)c2cc(C)ccc21
→ 15%	-4	-2	28%	4%	-20%
- COc1ccc(N(CC(=O)Nc2nccs2)S(=O)(=O)c2c(C)[nH]c(=O)[nH]c2=O)cc1
→ 0%	-8	8	?	3%	?
- Nc1cccnc1Sc1cc(Cl)c(Cl)cc1Cl
→ ?	23	19	.	-10%	8%
- CCn1c(SCC(=O)Nc2cc3oc4ccccc4c3cc2OC)nnc1-c1cccs1
→ -13%	23	11	?	3%	.
- Cc1ccccc1CC(=O)Nc1cccc(S(=O)(=O)N2CCCC2)c1
→ 6%	.	.	?	.	-9%
- COc1ccccc1OCc1cc(C(=O)N2CC3C[C@@H]4CC2C[C@H](C3)C4)no1
→ 0%	76*	51*	?	.	12%
- COc1ccc(CN=Cc2c(O)[nH]c3ccccc23)cc1
→ 4%	25*	27*	31%	-6%	1%
- Cc1cc(NC(=O)CSc2nc(Cc3ccccc3)c(C)[nH]2)no1
→ 35µM*	3	-5	-20%	-15%	136%[activator]
- O=c1sc2ccccc2c(N2CCCC2)c1[N+](=O)[O-]
→ -5%	-13	-2	7%	8%	39%[activator]
- CCCn1ncc(OC)c(Cl)c1=O
→ 9%	-11	-2	10%	3%	0%

(more compounds)
Every second line gives: Sm TGR block	Shiga inhibitor	Cycloheximide cs	Pf growth 48h	Giardia FBPA inh	Pf growth 96h
- COc1ccc(-n2c(Cn3c(=O)sc4ccccc43)nnc2SCC(=O)N2CCCC2)cc1
→ -1%	-4	-5	.	0%	112%[activator]
- CCOCC(=O)Nc1nnc(COc2ccc(Cl)cc2)s1
→ -14%	12	17	19%	3%	?
- COc1ccc(S(=O)(=O)NC(N)=NCCc2ccc(OC)c(OC)c2)cc1
→ 2%	17	-3	10%	3%	?
- O=C(NCc1ccccc1Cl)C1CCCN(S(=O)(=O)c2cnc[nH]2)C1 (stereo not drawn)
→ -2%	-17	-3	.	3%	33%[activator]
- O=C(NCc1cccnc1)C(=O)NCC1OCCN1S(=O)(=O)c1ccccc1 (stereo not drawn)
→ -10%	-14	-3	25%	0%	-25%
- Cc1cccc(NC(=O)C(C)N2C(=O)c3ccccc3S2(=O)=O)n1 (stereo not drawn)
→ -2%	.	.	34%[activator]	.	13%
- COc1ccc(NC(=O)/C(C#N)=C/c2ccc(Sc3nncn3C)c([N+](=O)[O-])c2)cc1
→ -16%	-4	1	?	-2%	?
- Cc1noc(C)c1COC(=O)c1ccc2ccccc2n1
→ -14%	7	5	15%	2%	2%
- O=C(NCC1CCCO1)C(=O)NCC(c1ccco1)N1CCN(c2ccc(F)cc2)CC1 (stereo not drawn)
→ -3%	-10	-2	2%	4%	-10%
- COc1ccc(-c2nc(C#N)c(NCCc3ccccc3)o2)cc1
→ -12%	64*	34*	-25%	-9%	13%
- Cc1ccc(C(=O)NNC(=O)C2CSC3(C)CCC(=O)N23)cc1 (stereo not drawn)
→ 0%	.	.	-20%	.	-1%
- CC(=O)Nc1ccc(S(=O)(=O)N2CCNC(=O)CC2)cc1
→ -3%	-8	0	-4%	2%	.
- CCCn1c(SCC(=O)N2CCCc3ccccc32)nnc1-c1ccco1
→ ?	-3	-3	-26%	1%	20%
- Cc1ccc(S(=O)(=O)CC(=O)Nc2nccs2)cc1
→ -6%	.	.	?	.	-13%

Entries of single compounds, looked up by structure:
Results for CCCn1c(SCC(=O)N2CCCc3ccccc32)nnc1-c1ccco1 = Sm TGR block: ?; Shiga inhibitor: -3; Cycloheximide cs: -3; Pf growth 48h: -26%; Giardia FBPA inh: 1%; Pf growth 96h: 20%
Results for Cc1ccc(S(=O)(=O)CC(=O)Nc2nccs2)cc1 = Sm TGR block: -6%; Shiga inhibitor: .; Cycloheximide cs: .; Pf growth 48h: ?; Giardia FBPA inh: .; Pf growth 96h: -13%
